Compound activity (PubChem)
D1 agonist: human D1 receptor agonism. activation, % at 2 µM. P21728. HEK293 T-REx D1 cells, calcium flux, agonist mode. 1% of 360,000 active. AID 504660; in the data active = activation above about 30%; note: 0% is about no effect
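Agonism was scored from calcium flux recorded over 180 s (1 read/s) after pintool compound addition, following a 10-cycle baseline. Cells were inducible force-coupled HEK293 TREx D1, plated overnight at 30 C and loaded with no-wash calcium dye.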
D2 antagonist: antagonists of human D2 dopamine receptor | P14416 | HEK293 TREx D2 cells, calcium flux, dopamine EC80 | inhibition, % at 10 µM | 2% of 340,000 active; in the data active = inhibition above about 30%; note: 0% is about no effect
Target sequence (P14416 whole entry, looked up): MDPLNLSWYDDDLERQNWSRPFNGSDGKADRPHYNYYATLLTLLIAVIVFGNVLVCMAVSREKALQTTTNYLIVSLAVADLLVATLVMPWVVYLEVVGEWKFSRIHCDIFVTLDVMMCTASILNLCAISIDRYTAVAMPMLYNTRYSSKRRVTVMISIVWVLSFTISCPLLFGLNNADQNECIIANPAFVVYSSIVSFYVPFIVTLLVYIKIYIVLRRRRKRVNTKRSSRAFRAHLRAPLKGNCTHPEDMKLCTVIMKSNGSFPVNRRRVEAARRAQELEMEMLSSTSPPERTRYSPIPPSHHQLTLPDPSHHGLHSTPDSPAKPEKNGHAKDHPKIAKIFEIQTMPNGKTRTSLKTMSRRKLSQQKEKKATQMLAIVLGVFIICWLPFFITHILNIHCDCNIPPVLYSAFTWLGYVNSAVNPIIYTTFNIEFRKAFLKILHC
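Calcium mobilization kinetics were recorded at 1 s intervals in tetracycline-induced HEK293 T-REx D2 cells, first for 180 s after compound addition and then 180 s after EC80 dopamine.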
RXFP1 antag: antagonists of human relaxin receptor RXFP1. Q9HBX9. HEK293-RXFP1, relaxin-stimulated cAMP HTRF, 30 min; hits give low values. activity change, negative = inhibition, % at 57.5 µM. 0.59% of 350,000 active. AID 1259400;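 active = activity change of -60% or lower, but not beyond a set lower limit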; note: % is set by controls: 0 for no effect and ±100 for the full control effect
D2 potentiator: positively modulates the human D2 dopamine receptor allosterically. HEK293 T-REx D2, calcium flux, EC20 dopamine potentiation. potentiation, % at 10 µM. 0.34% of 340,000 active;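 active = potentiation over 3 SD above the plate norm, cut at about 30% in these data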; note: 0% is about no effect
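Tetracycline-induced Hek293 Trex D2 cells, force-coupled to calcium, loaded with no-wash calcium dye. Compound added with 180 s kinetic read for agonism, then EC20 dopamine and a further 180 s read for potentiation.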
D1 antag: antagonists of human D1 dopamine receptor. 3.2% of 360,000 active. HEK293 TREx D1 cells, calcium flux, dopamine EC80; hits give low values. AID 504652. activity change, negative = inhibition, % at 10 µM. P21728; in the data active = activity change below about -30%; note: % is set by controls: 0 for no effect and ±100 for the full control effect
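HEK293 T-REx cells expressing inducible, force-coupled D1 receptor; no-wash Ca dye, 30–90 min RT. Cmpd → 180 s read at 1 Hz → EC80 DA → 180 s read.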
D1 potentiator: potentiators of human D1 dopamine receptor; 0.036% of 360,000 active; AID 504651; P21728; potentiation, % at 10 µM; HEK293 TREx D1 cells, calcium flux, dopamine EC20 potentiation; in the data active = potentiation above about 30%; note: 0% is about no effect
TRHR enhancer: TRH receptor (human) allosteric enhancement | enhancement, % at 2 µM | AID 493056 | TRHR cells, fluo-8 calcium fluorescence, EC20 TRH enhancement | 0.66% of 360,000 active; in the data active = enhancement above about 30%; note: 0% is about no effect
Target sequence (P34981 whole entry, looked up): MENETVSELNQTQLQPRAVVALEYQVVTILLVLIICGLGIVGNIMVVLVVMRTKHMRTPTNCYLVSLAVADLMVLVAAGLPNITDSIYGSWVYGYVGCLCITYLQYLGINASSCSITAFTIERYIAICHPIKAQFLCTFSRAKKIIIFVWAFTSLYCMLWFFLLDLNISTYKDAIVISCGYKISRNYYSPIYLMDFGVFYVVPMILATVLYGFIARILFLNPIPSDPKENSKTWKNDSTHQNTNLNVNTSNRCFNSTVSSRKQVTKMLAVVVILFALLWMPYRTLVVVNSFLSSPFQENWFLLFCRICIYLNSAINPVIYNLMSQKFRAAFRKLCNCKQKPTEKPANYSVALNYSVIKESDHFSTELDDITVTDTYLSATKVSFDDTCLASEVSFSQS
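TRHR-expressing cells loaded with fluo-8 calcium dye were read kinetically (ex 480/em 530) during compound addition, then stimulated with an EC20 of TRH (10 nM final). Enhancement of the Gq-mediated intracellular calcium response was scored.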
RXFP1 ag: RXFP1 (human) receptor agonism; Q9HBX9; HEK293T-RXFP1 cAMP TR-FRET, 30 min; response scale: percent of porcine relaxin response, buffer zero; Potency, µM (highest dose often 57.5 µM), inactives show top-dose activation, actives largely listed as activators; 0.3% of 370,000 active; AID 2676; active = well fitted activation curve with a large enough effect; note: potency is the fitted concentration of half-maximal effect; % is set by controls: 0 for no effect and ±100 for the full control effect; nearly all actives have a fitted effect of over 60% in size; many of its hits are not listed in these tables
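HEK293T cells stably expressing RXFP1 were pretreated with the PDE4 inhibitor Ro 20174, exposed to compounds for 30 min at 37C, lysed, and cAMP was read by TR-FRET. Data normalized to buffer (basal) and 29 nM porcine relaxin (100%).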
D2 ag: activates the human D2 dopamine receptor; 0.53% of 340,000 active; HEK293 T-REx D2 cells, calcium flux agonist mode; activation, % at 2 µM;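 active = activation over 3 SD above normal in the single-dose calcium agonist read, cut at about 30% in these data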; note: 0% is about no effect
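Agonism is scored from calcium flux in a force-coupled, inducible HEK293 cell line expressing D2, read kinetically for 180 s after compound addition against dopamine controls.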
Numbers without * were called inactive; . = not tested or not shown.

SMILES | D1 agonist | D2 antagonist | RXFP1 antag | D2 potentiator | D1 antag | D1 potentiator | TRHR enhancer | RXFP1 ag | D2 ag
O=C1CC(N2CCN(C3CC(=O)N(CCc4ccccc4)C3=O)CC2)C(=O)N1CCc1ccccc1 (stereo not given) | 7 | 2 | -15 | -8 | 5 | 5 | 1 | 0.7% | 1.0
O=[N+]([O-])c1ccc2nc(-c3ccccc3)[nH]c2c1 | 3 | 0 | 1 | 4 | -2 | -5 | -3 | 0.5% | 0.5
Cc1ccc(N2CCN(C(=O)c3ccccc3NC(=O)C3CCCCC3C(=O)O)CC2)cc1 (stereo not given) | 2 | 11 | 21 | 7 | 7 | 2 | -6 | -0.1% | -0.2
Cc1cc(C)nc(NC(=O)c2ccc([N+](=O)[O-])c(C)c2)n1 | 3 | 11 | 0 | -4 | 4 | -5 | -5 | 10% | -0.6
COc1ccc(-c2nc(C)c(C(C)=O)n2O)cc1[N+](=O)[O-] | 2 | -15 | -3 | -5 | 5 | 3 | -3 | 0.4% | 0.3
CCOC(=O)Cc1nnc(NC(=O)c2ccccc2OC)s1 | 4 | -5 | 2 | -2 | -10 | -7 | 0 | 0.5% | -1.7
CCOC(=O)CCc1c(C)n(CC)c2ncnn2c1=O | 1 | 0 | . | -7 | 0 | 0 | 0 | -0.5% | 2.7
O=C(COC(=O)C1CCC(N2C(=O)C3C4CCC(C4)C3C2=O)CC1)c1ccc(F)cc1 (stereo not given) | 12 | -6 | -17 | 6 | -35* | -9 | 4 | 0.6% | -0.2
Cc1c(/C=C(\C#N)C(=O)Nc2cccc(Cl)c2)c2ccccc2n1Cc1ccccc1Cl | 5 | . | -1 | . | -21 | -2 | 1 | -0.2% | .
O=C(Nc1ccccc1C(F)(F)F)N1CCC2(CC1)Oc1ccccc1C(=O)N2Cc1ccccc1F | 3 | . | -4 | 7 | -7 | 0 | 3 | -1.1% | .
O=C(Nc1nccs1)c1cc(Cl)ccc1[N+](=O)[O-] | 3 | -3 | 2 | -5 | 4 | 2 | 2 | 0.3% | 1.0
CCOc1ccc2nc(SCc3ccc(OC)cc3)sc2c1 | 14 | -14 | -18 | 5 | -3 | 6 | -2 | -0.2% | 0.8
CN(CCCN1CCOCC1)C(=O)c1cc(COc2cccc(C(F)(F)F)c2)on1 | 2 | -2 | -17 | 23 | 0 | 3 | -2 | -0.4% | 0.3
O=C(CN1CCC(O)(c2ccc3c(c2)OCO3)CC1)NC1CCCCC1 | 2 | 7 | 4 | 2 | 7 | 3 | -2 | 0.1% | 0.2
COCC(C)n1c(COc2ccccc2F)nnc1SCC(=O)c1c(N)n(C)c(=O)n(C)c1=O (stereo not given) | 1 | -7 | -13 | 15 | -6 | -3 | 2 | -0.8% | 0.8
Cc1ccc(CNC(=O)c2ccc3c(c2)nc2n3CCOC2)cc1 | 3 | . | 0 | -4 | -3 | -2 | -4 | 5.9% | 0.2
CCOC(=O)c1cnc(SCC(=O)OC)nc1N | 1 | -23 | -3 | 8 | 8 | 0 | -1 | -0.9% | -0.4
CCc1ccccc1N(CC(=O)NC(C)c1ccccc1)S(C)(=O)=O (stereo not given) | -1 | -5 | 4 | -4 | 5 | -1 | -3 | 0.2% | 1.6
Cc1ccc(S(=O)(=O)NNC(=O)C2CCN(Cc3ccccc3)CC2)cc1 | 1 | . | -3 | . | 7 | -2 | 5 | -3.1% | .
COc1ccccc1NCC(=O)N/N=C/c1cccnc1 | 4 | 4 | -29 | 6 | -10 | -1 | 3 | 0.5% | -0.2
CCN(CC(=O)Nc1ccc2c(c1)OCCO2)C(=O)C1CCCCC1 | -1 | . | -11 | . | 1 | 2 | -5 | -0.4% | .
COc1ccc(CCNC(=O)CSc2nnc(CNC(=O)c3cc(OC)c(OC)c(OC)c3)o2)cc1OC | 5 | 22 | -18 | -6 | 15 | 1 | 1 | 0.7% | -0.3
O=C(O)c1ccnc(Cl)c1 | 2 | 32* | 20 | 2 | 10 | 3 | 5 | -0.7% | -1.5
S=c1[nH]nc(-c2cc(-c3ccccc3)n[nH]2)n1/N=C/c1ccc(Br)s1 | 1 | -1 | -31 | 7 | -9 | 7 | 1 | -0.7% | 0.3
COc1ccc(N2CCN(C(=O)Cn3ncc4c([nH]c5ccccc54)c3=O)CC2)cc1 | 1 | 8 | -9 | -6 | -23 | -2 | -2 | 4.2% | 0.6
O=[N+]([O-])c1ccccc1NC1CCN(Cc2ccccc2)CC1 | 1 | 39* | -12 | -25 | -6 | 0 | -5 | -0.6% | -1.2
O=C(NC1CCCCC1)c1cc(-c2ccccc2Cl)on1 | 3 | 2 | -17 | 0 | 16 | -4 | 6 | 5.6% | -0.4
COc1cccc(NC(=O)c2oc3ccccc3c2NC(=O)COc2ccccc2C)c1 | 1 | . | . | 6 | 3 | 3 | 11 | 10.0% | -1.1
COc1ccc(NC(=O)CCCn2c(=O)c3sccc3n(Cc3cccc(C)c3)c2=O)cc1 | 1 | 4 | -4 | 5 | 11 | -4 | 5 | 2.0% | -0.3
O=C(CSc1ncn[nH]1)Nc1ccc2c(c1)CCC2 | 2 | -2 | 9 | 18 | -9 | -9 | 5 | -0.2% | 0.5

Some of the entries so far, as labelled records:
> CCN(CC(=O)Nc1ccc2c(c1)OCCO2)C(=O)C1CCCCC1
  D1 agonist: -1; D2 antagonist: .; RXFP1 antag: -11; D2 potentiator: .; D1 antag: 1; D1 potentiator: 2; TRHR enhancer: -5; RXFP1 ag: -0.4%; D2 ag: .
> O=C(CSc1ncn[nH]1)Nc1ccc2c(c1)CCC2
  D1 agonist: 2; D2 antagonist: -2; RXFP1 antag: 9; D2 potentiator: 18; D1 antag: -9; D1 potentiator: -9; TRHR enhancer: 5; RXFP1 ag: -0.2%; D2 ag: 0.5

Next results.
SMILES | D1 agonist | D2 antagonist | RXFP1 antag | D2 potentiator | D1 antag | D1 potentiator | TRHR enhancer | RXFP1 ag | D2 ag
Nc1nonc1-n1nnc(C(=O)N/N=C/c2ccc(Cl)cc2)c1-c1ccc2c(c1)OCO2 | 94* | 6 | -21 | 7 | 17 | 5 | 24 | 1.3% | 6.9
O=C(CCN1CCN(C(=O)c2ccco2)CC1)Nc1ccc(F)cc1 | 0 | 11 | -10 | -27 | 8 | -2 | -1 | -0.1% | 33*
CCC(=O)NC(=S)NNC(=O)c1ccccc1[N+](=O)[O-] | 6 | 2 | 0 | 0 | -2 | -2 | 0 | 7.7% | 3.6
CCOC(=O)c1c(NC(=O)Cn2nc(C(F)F)cc2C(F)F)sc(C)c1C | 13 | -8 | -17 | 16 | -6 | 1 | 20 | -2.6% | 0.5
Cc1cccc(C(=O)NNC(=O)c2ccco2)c1 | 2 | -12 | -1 | -5 | -2 | -2 | 2 | 5.1% | 1.0
CCOC(=O)N/N=C(\C)c1ccc(C)c([N+](=O)[O-])c1 | 4 | 3 | -2 | 1 | -8 | -1 | -3 | -0.7% | -0.3
O=C(/C=C/c1ccccc1[N+](=O)[O-])N1CCN(C(=O)c2ccco2)CC1 | 2 | 1 | 1 | -2 | -4 | -2 | 1 | -0.5% | 0.1
CCc1nn(CC(=O)NCc2ccccc2Cl)c(=O)c2cc3ccccc3n12 | 1 | . | -15 | 1 | 0 | -5 | -2 | 30% | -0.1
COCCN(C(=S)Nc1ccc(OC)cc1)C(C)c1cccs1 (stereo not given) | 0 | 2 | 18 | -6 | 11 | -1 | 4 | 1.8% | 1.2
CCOC(=O)[C@H]1[C@H]2COc3ccc(Cl)cc3[C@@H]2N2C(=O)CN(C)C(=O)[C@@]12C | 1 | -8 | . | -18 | . | -3 | 0 | 2.0% | 0.0

A draw from above in order of formula weight, low to high.
SMILES | D1 agonist | D2 antagonist | RXFP1 antag | D2 potentiator | D1 antag | D1 potentiator | TRHR enhancer | RXFP1 ag | D2 ag
Cc1cccc(C(=O)NNC(=O)c2ccco2)c1 | 2 | -12 | -1 | -5 | -2 | -2 | 2 | 5.1% | 1.0
COCCN(C(=S)Nc1ccc(OC)cc1)C(C)c1cccs1 (stereo not given) | 0 | 2 | 18 | -6 | 11 | -1 | 4 | 1.8% | 1.2
O=C(/C=C/c1ccccc1[N+](=O)[O-])N1CCN(C(=O)c2ccco2)CC1 | 2 | 1 | 1 | -2 | -4 | -2 | 1 | -0.5% | 0.1

More records follow:
SMILES | D1 agonist | D2 antagonist | RXFP1 antag | D2 potentiator | D1 antag | D1 potentiator | TRHR enhancer | RXFP1 ag | D2 ag
COc1cc(NC(=O)COC(=O)CNC(=O)C23CC4CC(CC(C4)C2)C3)cc(OC)c1 | 12 | -37 | -7 | 8 | 13 | . | 3 | -0.8% | 0.6
O=C(C1CC1)N1CCc2cc(Br)cc(S(=O)(=O)NCCCN3CCCCC3)c21 | 1 | -40 | -1 | 20 | -4 | -2 | 6 | 1.0% | -0.1
COCCn1c(=NC(=O)c2nc3ccccc3s2)sc2cc(S(C)(=O)=O)ccc21 | 0 | 8 | -13 | 4 | -85* | -4 | 1 | 2.0% | 1.2
O=C(Nc1ccc(F)cc1)N1CCN(c2ccccc2F)CC1 | 12 | . | -20 | . | -29 | -8 | -1 | 0.5% | -0.3
Cn1nc(C(F)(F)F)c(/C=N/OC(=O)c2ccccc2)c1SCc1ccccc1Cl | 11 | -8 | 8 | -4 | -4 | -7 | 6 | -1.1% | 1.4
CCNC(=O)Nn1c(C)nnc1C | 6 | -19 | -5 | 27 | 6 | 0 | -1 | 0.6% | -2.4
O=c1c2nnn(Cc3ccc(Cl)cc3)c2ncn1Cc1ccc(F)cc1 | 6 | -3 | 2 | 1 | -7 | -13 | -6 | 1.1% | 7.1
OC1CCN(Cc2ccc(OCc3ccccc3)cc2)CC1 | 4 | 5 | 11 | -8 | 2 | -3 | 2 | -3.3% | -0.9
O=C1CC(C(=O)N2CCc3ccccc32)CN1c1cccc(C(F)(F)F)c1 (stereo not given) | 0 | -15 | 1 | -10 | -20 | -2 | -1 | 2.1% | -0.5
O=C(OCC(=O)N1CCN(c2ccccc2)CC1)c1cc(Cl)ccc1[N+](=O)[O-] | 2 | . | -16 | . | -11 | -5 | 5 | -2.0% | .
Cn1c(SCC(=O)Nc2ccccc2-c2ccccc2)nnc1-c1ccco1 | 0 | -4 | -1 | 6 | 1 | -4 | -5 | -0.6% | -1.6
O=C(N/N=C/c1sc(N2CCOCC2)nc1-c1ccccc1)c1ccc(O)cc1 | 3 | -6 | -1 | 3 | -9 | 0 | 4 | 1.1% | -0.8
COC(=O)C(C)N1C(=O)S/C(=C\c2cc(C)n(-c3ccccn3)c2C)C1=O (stereo not given) | 3 | 9 | -12 | -4 | -12 | -7 | 6 | 2.1% | 0.0
Cc1cc(C)cc(NC(=O)COC(=O)CNC(=O)C2CCCCC2)c1 | 0 | -1 | -4 | 10 | 5 | 3 | 7 | 0.3% | -0.8
Cc1cn2c(=O)cc(COC(=O)c3cccc(NC(=O)COc4ccc(Cl)cc4)c3)nc2s1 | -2 | . | 3 | 1 | 4 | -1 | 9 | 8.4% | 0.4
CC1CCN(c2ccc3nnc(CCC(=O)NCC(C)c4ccccc4)n3n2)CC1 (stereo not given) | 1 | 0 | 8 | -2 | 1 | -7 | -3 | 3.9% | 0.7
N#CC1=C(SCC(=O)Nc2cccc3cccnc23)NC(=O)C(C#N)C12CCCCC2 (stereo not given) | 9 | -5 | 2 | 0 | -27 | -7 | 10 | 0.0% | -0.7

These rows are one share of the data (hit frequency here may not be typical).
